USP30 inh = inhibitors of human USP30 deubiquitinase. Q70CQ3. purified USP30, Ub-rhodamine cleavage fluorescence. inhibition, % at 25 µM. 47,000 compounds, 5.3% hits. AID 1645860
UCHL1 block = blocks human UCHL1 ubiquitin-rhodamine cleavage; purified UCHL1, Ub-rhodamine cleavage fluorescence; inhibition, % at 20 µM; 47,000 compounds, 0.2% hits; AID 1645859
OTUD3 inh = inhibitors of human OTUD3 deubiquitinase. 47,000 compounds, 0.7% hits. AID 1645858. purified OTUD3, Ub-rhodamine fluorescence, 2 h. Q5T2D3. inhibition, % at 25 µM
USP17 inh = inhibitors of human USP17 deubiquitinase; A8MUK1; purified USP17, Ub-rhodamine cleavage fluorescence, 3 h; inhibition, % at 50 µM; 47,000 compounds, 6.5% hits; AID 1645855
USP28 inh = human USP28 deubiquitinase inhibition; Q96RU2; purified USP28, Ub-rhodamine cleavage fluorescence, 30 min; inhibition, % at 25 µM; 47,000 compounds, 3% hits; AID 1645857
USP10 inh = blocks human USP10 ubiquitin-rhodamine cleavage. Q14694. 47,000 compounds, 1.1% hits. purified USP10, Ub-rhodamine fluorescence, 60 min. inhibition, % at 20 µM. AID 1645856
USP8 block = blocks human USP8 ubiquitin-rhodamine cleavage; P40818; purified USP8, Ub-rhodamine cleavage fluorescence, 30 min; inhibition, % at 20 µM; 47,000 compounds, 4.2% hits
USP7 block = human USP7 deubiquitinase inhibition; Q93009; purified USP7, Ub-rhodamine cleavage fluorescence; inhibition, % at 20 µM; 47,000 compounds, 0.3% hits; AID 1645854
Target sequence (Q93009 whole entry, looked up): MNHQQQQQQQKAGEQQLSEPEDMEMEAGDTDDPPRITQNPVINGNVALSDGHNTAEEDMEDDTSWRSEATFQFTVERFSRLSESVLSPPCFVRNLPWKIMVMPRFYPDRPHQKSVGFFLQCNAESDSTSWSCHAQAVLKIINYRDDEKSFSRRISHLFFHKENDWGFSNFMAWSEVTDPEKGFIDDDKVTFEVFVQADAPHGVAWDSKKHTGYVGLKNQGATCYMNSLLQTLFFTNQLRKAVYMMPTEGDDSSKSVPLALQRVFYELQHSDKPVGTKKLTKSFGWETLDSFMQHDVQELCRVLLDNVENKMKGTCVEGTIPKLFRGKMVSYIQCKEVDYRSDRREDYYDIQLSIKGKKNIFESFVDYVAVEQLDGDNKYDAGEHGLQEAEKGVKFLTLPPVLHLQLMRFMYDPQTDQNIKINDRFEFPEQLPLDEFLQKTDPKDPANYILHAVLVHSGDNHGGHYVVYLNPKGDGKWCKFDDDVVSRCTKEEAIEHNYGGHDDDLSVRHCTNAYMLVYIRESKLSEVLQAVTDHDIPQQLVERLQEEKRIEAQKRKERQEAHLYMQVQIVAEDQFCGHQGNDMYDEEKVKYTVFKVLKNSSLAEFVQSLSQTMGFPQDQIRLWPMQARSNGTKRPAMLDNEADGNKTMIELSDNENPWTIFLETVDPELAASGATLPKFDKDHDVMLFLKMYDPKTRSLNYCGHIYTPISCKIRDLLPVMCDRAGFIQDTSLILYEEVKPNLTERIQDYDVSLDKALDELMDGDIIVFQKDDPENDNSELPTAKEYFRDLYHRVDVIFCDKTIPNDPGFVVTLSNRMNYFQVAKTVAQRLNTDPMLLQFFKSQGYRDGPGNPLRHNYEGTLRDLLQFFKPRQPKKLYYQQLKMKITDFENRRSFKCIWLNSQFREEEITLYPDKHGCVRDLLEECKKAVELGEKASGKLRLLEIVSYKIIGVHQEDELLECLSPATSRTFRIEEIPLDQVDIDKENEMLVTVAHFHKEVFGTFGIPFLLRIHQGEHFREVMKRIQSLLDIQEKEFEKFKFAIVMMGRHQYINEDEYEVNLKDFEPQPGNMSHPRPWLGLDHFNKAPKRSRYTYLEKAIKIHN
Active calls of the source: *; i = inactive; · = not tested or not shown. Cut-off read from the data, not from the text of the source: active = inhibition above about 30%; inactive = the rest.

SMILES	USP30 inh	UCHL1 block	OTUD3 inh	USP17 inh	USP28 inh	USP10 inh	USP8 block	USP7 block
CC(=O)N1CCN(c2nc3c(s2)CC(C(=O)Nc2cc(C)cc(C)c2)CC3)CC1 (stereo unspecified)	5	0	-10	8	-4	-5	-13	-4
Cc1nc(-c2csc(S(=O)(=O)N3c4ccccc4CC3C)c2)no1 (stereo unspecified)	-24	6	-6	-12	-4	4	-10	3
CNc1nc2c(c(=O)n1C)CCN(C(=O)Nc1ccc(C(C)(C)C)cc1)C2	-10	0	-9	-15	-7	0	-41	-2
CN(C(=O)c1cc(-c2ccccc2)c(N2CCOCC2)s1)C1CCS(=O)(=O)C1 (stereo unspecified)	13	0	7	16	0	2	0	-2
Cc1ccccc1Nc1cc(C(=O)NC(C)CCc2ccccc2)c2ccccc2n1 (stereo unspecified)	10	7	7	7	22	12	3	14
Cc1nn(-c2ccc(F)cc2)c(C)c1S(=O)(=O)N1CCC(C(=O)NC(C)(C)C)CC1	18	2	12	7	0	0	4	3
CSc1nc(NCCCN2CCOCC2)c2c3c(sc2n1)CN(C)CC3	i	-28	-171	-184	-188	-3	-95	-27
COc1ccc(C2CCCCCN2C(=O)CN(C)S(=O)(=O)c2ccc(F)cc2)cc1 (stereo unspecified)	-19	2	5	-1	0	-10	-4	-1
Cc1ccc(S(=O)(=O)NCCn2ccc3ccccc32)cc1	-139	-1	-29	-31	-38	-8	-37	-4
O=C(NCCc1ccccn1)c1cc(-c2ccccc2)n[nH]1	-17	0	-1	-11	1	0	-2	1
CC(=O)Nc1ccc(C(=O)Nc2cnc(N3CCCCCC3)nc2)cc1	-52	-13	-12	-111	-129	-11	-20	-10
CC(=O)Nc1ccc(C(=O)N[C@@H]2c3ccccc3[C@@H]3CN(C(C)=O)C[C@H]23)cc1	-11	-4	-1	1	-5	0	-16	-4
CN(C)c1ccc(-c2noc(C(=O)NCc3ccncc3)n2)cc1	31*	2	14	10	26	2	13	-4
CN(Cc1ccccc1F)C(=O)c1nc(-c2ccccc2)n(-c2ccccc2)n1	47*	3	22	25	21	3	17	7
COc1ccc(C(=O)Nc2cccc(-n3c(C)nc4ncccc4c3=O)c2)c(OC)c1	-2	1	-8	-6	-4	0	0	-3
CC1(C)Oc2ccc(C(=O)O)cc2[C@@H](O)[C@@H]1O	6	4	2	-1	9	-5	-11	3
Cc1ccc(Cl)cc1N1CCN(S(=O)(=O)c2c(C)[nH]c(=O)[nH]c2=O)CC1	29	5	6	10	10	7	10	10
CCOc1ccccc1OCCCC(=O)Nc1nc2ccccc2s1	-3	-4	-7	1	-5	4	-8	14
Cc1[nH]ncc1CN1CCOC(c2cccc(N)n2)C1 (stereo unspecified)	0	-1	0	-3	-4	0	-3	1
N#Cc1cccc(CN2CC[C@H]3CO[C@H](CNc4ncccn4)[C@H]3C2)c1	2	-1	0	-21	-1	1	4	-6
COc1ccccc1S(=O)(=O)N1CC(c2nc3ccccc3[nH]2)C1	17	6	10	-8	8	4	2	8
CCc1ccccc1-n1nnnc1SCC(=O)NCCc1c[nH]c2cc(OC)ccc12	-9	5	15	25	24	4	15	4
Cc1ccc(NC(=O)Cn2cnc(-c3noc(-c4cccnc4)n3)c2)cc1	3	-2	-10	-1	1	-8	-4	3
O=C(Cc1ccccn1)N1CCC(c2nc3ccccc3cc2C(=O)N2CCCC2)CC1	-3	-2	0	0	-12	-2	0	-4
Cn1c(CN2CCOCC2)nnc1SCc1ccccc1F	11	1	10	13	12	0	15	1

Structures listed so far shown as hits in USP30 inh:
SMILES	USP30 inh	UCHL1 block	OTUD3 inh	USP17 inh	USP28 inh	USP10 inh	USP8 block	USP7 block
CN(C)c1ccc(-c2noc(C(=O)NCc3ccncc3)n2)cc1	31*	2	14	10	26	2	13	-4
CN(Cc1ccccc1F)C(=O)c1nc(-c2ccccc2)n(-c2ccccc2)n1	47*	3	22	25	21	3	17	7

The main list resumes, repeating the two entries before the break.
SMILES	USP30 inh	UCHL1 block	OTUD3 inh	USP17 inh	USP28 inh	USP10 inh	USP8 block	USP7 block
O=C(Cc1ccccn1)N1CCC(c2nc3ccccc3cc2C(=O)N2CCCC2)CC1	-3	-2	0	0	-12	-2	0	-4
Cn1c(CN2CCOCC2)nnc1SCc1ccccc1F	11	1	10	13	12	0	15	1
COc1ccc(CN2CCC(Nc3nc4c(c(=O)[nH]3)CCC4)CC2)cc1	-4	-2	2	-10	0	-2	-2	0
O=C(c1cc(-c2cccnc2)n[nH]1)N1CCN(c2ccccc2F)CC1	28	0	10	10	10	0	24	4
CCc1nnc(-c2ccc3ccn(CC(=O)N4CCN(c5ccccn5)CC4)c3c2)o1	39*	17	83*	76*	31*	33*	92*	-12
CCOC(=O)C1CCN(C(=O)c2ccccc2NS(=O)(=O)c2ccc(OCC)cc2)CC1	27	1	12	14	15	1	7	1
CCCN1Cc2cccc(C(=O)N3CCN(c4ccc(F)cc4)CC3)c2C1=O	5	-1	6	-13	5	-1	-5	-5
Cc1cc(-c2nccn2C)nc(CC2CCN(S(C)(=O)=O)CC2)n1	-4	-3	-2	5	-6	0	5	0
Cc1ccc(-c2nc3c(c(SCC(=O)NCc4ccco4)n2)COC(C)(C)C3)cc1	20	5	18	41*	18	1	23	9
Cc1nnc(-c2coc(S(=O)(=O)N3CCN(c4ccccc4C)CC3)c2)o1	-3	4	3	4	2	-2	9	-2
O=C(c1cccc([N+](=O)[O-])c1)N(c1ccccn1)c1ccccn1	-185	-3	-1	-13	-13	-1	-102	-1
O=C(O)CSc1nnc(-c2ccccn2)n1Cc1ccco1	-20	-1	-1	-4	-11	1	-14	0
Cc1cc(Nc2cnccn2)cc(C2CCCN2S(=O)(=O)c2c(C)noc2C)n1 (stereo unspecified)	0	4	6	-6	5	0	5	2
O=c1c2[nH]c3ccc(Cl)cc3c2ncn1CCN1CCOCC1	-6	0	0	-2	6	-5	28	-37
C[C@]12C(=O)N(c3ccccc3C(=O)NCCc3ccccc3)C(=O)N1CCc1c2[nH]c2ccccc12	24	5	11	41*	13	-3	0	0
COc1ccc(NC(=O)CCn2ccc(=O)[nH]c2=O)cc1Cl	23	3	5	-5	4	2	1	4
CCc1cc(=O)n(CC(=O)NCC2CCCO2)c(N)n1 (stereo unspecified)	-19	-3	-7	-30	-10	-1	1	-2
CCCN1CCN(C(=O)c2cn3ccnc(-c4ccc(F)cc4)c3n2)CC1	-3	0	-2	-5	-4	-6	1	-6
O=C(c1ccc(Cn2cncn2)cc1)N(Cc1ccc2c(c1)OCO2)C1CCCCC1	25	5	9	7	10	0	0	-60
O=C(c1ccc(Cl)cc1)N1CCC(Cc2nc(-c3cnccn3)no2)CC1	9	2	-4	-1	-10	-1	-7	-5
CSCCC(NC(=O)c1ccccc1)C(=O)OCC(=O)c1ccc(C)cc1 (stereo unspecified)	11	1	10	7	5	3	6	5
Cc1c(C(=O)NCC(c2ccco2)N2CCCC2)oc2ccccc12 (stereo unspecified)	-16	-2	-10	-20	-12	-7	-2	-4
CC(C)(CNC(=O)c1cn(-c2ccccc2)nc1-c1ccccc1)N1CCOCC1	11	2	0	2	1	-1	7	0
COc1ccc(F)cc1S(=O)(=O)N1CCCC(c2nnc(C(F)(F)F)o2)C1 (stereo unspecified)	13	0	11	0	3	0	8	0
COc1ccc(C(=O)N2CC(C(=O)NCCc3ccc(F)cc3)C2)cn1	-3	-4	-3	6	-2	-1	3	1
CC(C)Cc1nnc(NC(=O)C2CC(=O)N(CCc3ccc(F)cc3)C2)s1 (stereo unspecified)	4	0	2	-4	3	-2	-10	-13
COC(=O)Cc1sc(-c2ccccn2)nc1-c1ccccc1	12	1	5	-7	6	0	3	-1

Quoted from the listing.
USP8 block result of CC(C)(CNC(=O)c1cn(-c2ccccc2)nc1-c1ccccc1)N1CCOCC1 : 7
USP17 inh result of Cc1[nH]ncc1CN1CCOC(c2cccc(N)n2)C1 (stereo unspecified) : -3
UCHL1 block result of O=C(Cc1ccccn1)N1CCC(c2nc3ccccc3cc2C(=O)N2CCCC2)CC1 : -2

Complete entries as entered above:
Entry for O=c1c2[nH]c3ccc(Cl)cc3c2ncn1CCN1CCOCC1 → USP30 inh: -6; UCHL1 block: 0; OTUD3 inh: 0; USP17 inh: -2; USP28 inh: 6; USP10 inh: -5; USP8 block: 28; USP7 block: -37
Entry for CC(C)Cc1nnc(NC(=O)C2CC(=O)N(CCc3ccc(F)cc3)C2)s1 (stereo unspecified) → USP30 inh: 4; UCHL1 block: 0; OTUD3 inh: 2; USP17 inh: -4; USP28 inh: 3; USP10 inh: -2; USP8 block: -10; USP7 block: -13

Remaining list, next part.
SMILES	USP30 inh	UCHL1 block	OTUD3 inh	USP17 inh	USP28 inh	USP10 inh	USP8 block	USP7 block
Cc1cccc(NC(=O)CSCC(=O)Nc2cccc3ccccc23)c1	-1	1	-5	24	-4	6	0	-10
COCCCNC(=O)COc1c(-c2ccc(OC)cc2)oc2ccccc2c1=O	49*	4	19	23	18	-1	29	0
COc1cccc(C(=O)NCC(C)(C)SCc2ccc(F)cc2)c1	26	5	22	26	17	7	27	-10
O=C(Nc1cc(S(=O)(=O)N2CCOCC2)ccc1N1CCCC1)c1cc(=O)[nH]c2ccccc12	-79	-3	-15	-11	-14	-2	-12	-8
c1ccc(Nc2ccc(C3CN(c4ncccn4)CCO3)nc2)nc1 (stereo unspecified)	-22	-1	-16	-15	-6	-1	-3	-3
COc1cc2c(cc1OC)C(COc1ccc(F)cc1)N(C(=O)c1cccc3ccccc13)CC2 (stereo unspecified)	-2	4	-2	5	5	-3	29	7
O=C1NCc2ccccc2CC12CCCN(Cc1cnc3ccccc3c1)C2 (stereo unspecified)	14	2	1	-4	11	-2	-16	2
CCc1cc(CN2CCN(CCO)CC2)c(NC(=O)c2ccccc2)s1	-13	0	-1	-18	-16	0	0	-3
CC(C)(C)OC(=O)N1CSC[C@@H]1C(=O)N1CCC(C(=O)N2CCC[C@H]2C(=O)O)(c2ccccc2)CC1	5	3	8	6	6	2	19	7
CCCc1noc(-c2ccc(-n3ncc(C(=O)N4CCCCC4)c3C)nc2)n1	38*	0	20	20	29	1	5	0
CN1CCN(CC(O)COCCOc2ccc(C(C)(C)C)cc2)CC1 (stereo unspecified)	8	-1	-3	-8	-5	-2	4	·
CC(NC(=O)c1ccccc1)c1nc2ccccc2[nH]1 (stereo unspecified)	·	0	-4	-7	·	1	3	2
COc1ccccc1CNC(=O)c1ccc2c(c1)N(Cc1cccc(F)c1)C(=O)c1ccccc1S2	-114	-16	-17	-12	-20	-3	-9	0
O=C1NCC2(CCCN(C(=O)c3cccc(F)c3)C2)Oc2ccccc21 (stereo unspecified)	18	2	7	8	10	2	22	7
Cc1ccc(NC(=O)c2noc3c2CCc2sccc2-3)cc1Cl	20	0	21	13	11	11	20	15

Bioassay records deposited in PubChem by Dana-Farber Cancer Institute and Novartis Institutes for BioMedical Research (Cambridge, Mass).
